Screening results deposited in PubChem by several laboratories.
M4 ag – human M4 muscarinic receptor agonists, primary screen, CHO-K1 cells, Fluo-8 calcium fluorescence; Muscarinic acetylcholine receptor M4 (Homo sapiens), P08173; CHO-K1 hM4/Gqi5; vehicle 0%, full acetylcholine response 100%; activation, % at 3 µM; 360,000 tested, 0.14% active; AID 624127, 2012;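 active = activation above the run mean over all test wells plus 3 SD, cut at about 32% in these data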;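 note: peak over basal fluorescence ratio per well then scaled between controls; 0% = DMSO wells and 100% = acetylcholine at EC100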
M5 PAM – human M5 muscarinic receptor positive allosteric modulators, primary screen, CHO-K1 cells, Fluo-8 calcium fluorescence. Muscarinic acetylcholine receptor M5 (Homo sapiens), P08912. CHO-K1 hM5, ACh EC20 PAM; 0% = ACh EC20, 100% = ACh EC100. activation, % at 3 µM. 360,000 tested, 0.3% active. AID 624038, 2012;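 active = activation above the run cutoff, the mean activation of all test compounds plus 3 SD, cut at about 18% in these data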
Target sequence (P08912 whole entry, looked up): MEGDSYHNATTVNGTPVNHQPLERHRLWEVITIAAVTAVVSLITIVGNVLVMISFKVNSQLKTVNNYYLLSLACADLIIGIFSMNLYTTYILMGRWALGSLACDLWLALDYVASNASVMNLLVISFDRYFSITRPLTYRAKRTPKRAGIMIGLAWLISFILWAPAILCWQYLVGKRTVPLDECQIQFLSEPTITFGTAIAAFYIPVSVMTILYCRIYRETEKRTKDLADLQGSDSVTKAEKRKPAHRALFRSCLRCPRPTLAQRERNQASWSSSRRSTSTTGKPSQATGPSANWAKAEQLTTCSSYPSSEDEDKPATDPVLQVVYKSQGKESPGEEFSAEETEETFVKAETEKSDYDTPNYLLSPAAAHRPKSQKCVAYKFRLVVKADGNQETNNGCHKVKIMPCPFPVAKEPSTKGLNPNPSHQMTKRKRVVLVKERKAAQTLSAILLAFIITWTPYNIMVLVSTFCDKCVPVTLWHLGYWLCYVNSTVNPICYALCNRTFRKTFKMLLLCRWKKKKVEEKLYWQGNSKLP
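system = human M5 receptor in CHO-K1 cells | compound = one concentration, 3 µM final (nominal) | schedule = Post-acetylcholine fluorescence recording 140 s | signal = Fluo-8 calcium dye fluorescence, kinetic read | benchmarks = low control EC20 acetylcholine (0%), high control EC100 acetylcholine (100%) | repeats = singlicate, one well per test compound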
M1 PAM – human M1 muscarinic receptor positive allosteric modulators, primary screen, CHO-K1 cells, Fluo-8 calcium fluorescence, 1536-well; CHO-K1 hM1, ACh EC20; 0% = ACh EC20, 100% = maximal ACh; activation, % at 3 µM; AID 588819, 2011; Muscarinic acetylcholine receptor M1 (Homo sapiens), P11229; 360,000 tested, 0.088% active; in the data active = activation above about 19%, passing the limit was not always enough
Target sequence (P11229 whole entry, looked up): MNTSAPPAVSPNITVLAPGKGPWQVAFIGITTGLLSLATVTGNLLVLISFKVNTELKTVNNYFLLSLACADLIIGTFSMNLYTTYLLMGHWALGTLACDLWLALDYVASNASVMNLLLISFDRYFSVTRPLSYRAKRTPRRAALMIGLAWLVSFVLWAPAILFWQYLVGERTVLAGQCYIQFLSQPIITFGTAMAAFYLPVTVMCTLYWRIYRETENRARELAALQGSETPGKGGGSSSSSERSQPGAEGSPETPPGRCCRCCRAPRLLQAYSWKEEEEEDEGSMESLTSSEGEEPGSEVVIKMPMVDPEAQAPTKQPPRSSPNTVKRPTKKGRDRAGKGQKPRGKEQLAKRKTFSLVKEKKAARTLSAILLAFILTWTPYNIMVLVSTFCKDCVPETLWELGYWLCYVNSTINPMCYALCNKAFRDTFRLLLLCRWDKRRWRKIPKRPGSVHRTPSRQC
M5 antag – human M5 muscarinic receptor antagonists, primary screen, CHO cells, Fluo-8 calcium fluorescence. 360,000 tested, 0.59% active. CHO-hM5 cells, ACh EC80. inhibition, % at 3 µM. AID 624040, 2012;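 active = inhibition above a per-plate cutoff, the mean of that plate's test compounds plus 3 SD, cut at about 27% in these data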;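 note: 0% = acetylcholine EC80 with DMSO and 100% = DMSO without agonist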
CRFR2-BP ag – agonists of CRF-BP/CRF-R2 complex, primary screen, cell-based, HEK293, calcium dye fluorescence, uHTS. activation, % at 13.2 µM. CRF-binding protein / CRF receptor 2 complex (human). calcium dye fluorescence (FLIPR); percent of saturating CRF peptide response. 350,000 tested, 0.46% active;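 active = activation of at least 50%, plus an integration ratio under a set limit after plate pattern correction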;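 note: plate controls were neutral control wells without compound for no effect and CRF at EC100 for full effect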
CHRM5 agonist – human M5 muscarinic receptor agonists, primary screen, CHO-K1 cells, Fluo-8 calcium fluorescence; Muscarinic acetylcholine receptor M5 (Homo sapiens), P08912; 360,000 tested, 0.19% active; AID 624037, 2012; activation, % at 3 µM; CHO-K1 hM5 cells; 0% DMSO wells, 100% maximal acetylcholine response;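 active = activation above the run's mean over test compounds plus 3 SD, cut at about 23% in these data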;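 note: signal is peak over basal fluorescence ratio across the kinetic read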
CRFBP-R2 block – antagonists of CRF-BP/CRF-R2 complex, primary screen, cell-based, HEK293, calcium dye fluorescence, uHTS; CRF-induced calcium fluorescence; inhibition, % at 11.8 µM; 350,000 tested, 0.59% active; AID 588475, 2011;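 active = inhibition of the ligand-induced calcium signal above about 50% at the single tested concentration, limit read from the data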
CHRM4 antagonist – human M4 muscarinic receptor antagonists, primary screen, CHO cells, Fluo-8 calcium fluorescence. Muscarinic acetylcholine receptor M4 (Homo sapiens), P08173. CHO-hM4 cells, ACh EC80. inhibition, % at 3 µM. 360,000 tested, 0.73% active;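 active = inhibition above its plate's cutoff, the mean inhibition of sample wells plus 3 SD, cut at about 27% in these data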;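 note: 0% = acetylcholine EC80 with DMSO and 100% = DMSO without agonist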
CHRM4 PAM – human M4 muscarinic receptor positive allosteric modulators, primary screen, CHO-K1 cells, Fluo-8 calcium fluorescence; Muscarinic acetylcholine receptor M4 (Homo sapiens), P08173; CHO-K1 hM4/Gqi5, ACh EC20; 0% = ACh EC20, 100% = maximal ACh; 360,000 tested, 0.4% active; activation, % at 3 µM;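 active = activation above its plate's cutoff, the mean activation of sample wells plus 3 SD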; note: some results filed as inactive read as strong as hits
Numbers without * were called inactive; x = not tested or not shown.

SMILES	M4 ag	M5 PAM	M1 PAM	M5 antag	CRFR2-BP ag	CHRM5 agonist	CRFBP-R2 block	CHRM4 antagonist	CHRM4 PAM
CCN(CC)C(=O)CSc1nnc(-c2ccncc2)n1N	0	-1	6	-2	0.0	1	-2	8	6
CC(C)Cc1nnc(NC(=O)C2CCCN(C(=O)c3ccc(Cl)cc3)C2)s1 (stereo unspecified)	1	7	9	-3	-1.2	3	-9	-8	7
C/C=C(\C)C(=O)NCCN1C2=NC[C@@H](Cc3ccccc3)N2C[C@@H]1Cc1ccc(OC)cc1	0	7	-18	3	-1.0	-8	0	5	-3
COc1ccccc1NS(=O)(=O)c1ccc(N/N=C/c2ccccc2OCC(=O)O)c([N+](=O)[O-])c1	0	3	5	5	-1.7	-2	13	0	0
CNC(=O)NNC(=O)c1onc(-c2c(Cl)cccc2Cl)c1C(=O)OC	1	-3	6	14	0.3	-2	-16	1	-12
COc1ccc(/C=C/C(=O)c2ccc(O)cc2)cc1	7	1	13	-2	-0.4	1	5	-22	10
CC(C)C(NC(=O)CN1C(=O)c2cccc3cccc1c23)C(C)C	1	-7	8	3	0.5	4	2	1	1
COC(CN(C)C(=O)C1CCC(CNS(=O)(=O)c2ccc(C)cc2)CC1)OC (stereo unspecified)	1	-5	2	3	-0.1	-3	6	7	-5
CC(C)(C)NC(=O)C(c1cccs1)N(C(=O)C(=O)NC1CCCC1)c1ccccc1F (stereo unspecified)	1	3	5	-5	0.2	4	-8	0	6
CCCS(=O)(=O)NC(=O)C1(C)CCN(C(=O)c2ccc(F)cc2Cl)C1 (stereo unspecified)	0	-1	2	0	x	1	x	-8	1
CCC(C)c1ccc(OCC(=O)Nc2cccc(C(=O)Nc3ccc(C(=O)O)cc3)c2)cc1 (stereo unspecified)	0	10	6	-3	-0.3	-4	6	-4	4
O=C(O)c1ccccc1-c1ccccc1C(=O)NNc1ccc([N+](=O)[O-])cc1	0	3	8	4	-0.3	4	14	-10	-1
CC(=O)c1ccc(S(=O)(=O)N(C)CC(=O)Nc2cc(C)on2)cc1	2	4	4	-3	0.1	4	6	-1	8
N[C@@H](Cc1cnc[nH]1)C(=O)Nc1ccc2ccccc2c1	3	2	7	4	-0.7	1	21	-8	6
CCOC(=O)c1ccccc1OC(=O)Oc1ccccc1C(=O)OCC	4	-6	-1	24	-1.1	-5	9	8	-5

Part of the list above, reformatted.
> CC(C)(C)NC(=O)C(c1cccs1)N(C(=O)C(=O)NC1CCCC1)c1ccccc1F (stereo unspecified)
  M4 ag: 1
  M5 PAM: 3
  M1 PAM: 5
  M5 antag: -5
  CRFR2-BP ag: 0.2
  CHRM5 agonist: 4
  CRFBP-R2 block: -8
  CHRM4 antagonist: 0
  CHRM4 PAM: 6

> CCCS(=O)(=O)NC(=O)C1(C)CCN(C(=O)c2ccc(F)cc2Cl)C1 (stereo unspecified)
  M4 ag: 0
  M5 PAM: -1
  M1 PAM: 2
  M5 antag: 0
  CRFR2-BP ag: x
  CHRM5 agonist: 1
  CRFBP-R2 block: x
  CHRM4 antagonist: -8
  CHRM4 PAM: 1

> CCC(C)c1ccc(OCC(=O)Nc2cccc(C(=O)Nc3ccc(C(=O)O)cc3)c2)cc1 (stereo unspecified)
  M4 ag: 0
  M5 PAM: 10
  M1 PAM: 6
  M5 antag: -3
  CRFR2-BP ag: -0.3
  CHRM5 agonist: -4
  CRFBP-R2 block: 6
  CHRM4 antagonist: -4
  CHRM4 PAM: 4

Already shown: an excerpt of the list.
SMILES	M4 ag	M5 PAM	M1 PAM	M5 antag	CRFR2-BP ag	CHRM5 agonist	CRFBP-R2 block	CHRM4 antagonist	CHRM4 PAM
CCC(C)c1ccc(OCC(=O)Nc2cccc(C(=O)Nc3ccc(C(=O)O)cc3)c2)cc1 (stereo unspecified)	0	10	6	-3	-0.3	-4	6	-4	4
O=C(O)c1ccccc1-c1ccccc1C(=O)NNc1ccc([N+](=O)[O-])cc1	0	3	8	4	-0.3	4	14	-10	-1
CC(=O)c1ccc(S(=O)(=O)N(C)CC(=O)Nc2cc(C)on2)cc1	2	4	4	-3	0.1	4	6	-1	8
N[C@@H](Cc1cnc[nH]1)C(=O)Nc1ccc2ccccc2c1	3	2	7	4	-0.7	1	21	-8	6

Remaining list, next part:
SMILES	M4 ag	M5 PAM	M1 PAM	M5 antag	CRFR2-BP ag	CHRM5 agonist	CRFBP-R2 block	CHRM4 antagonist	CHRM4 PAM
C=CCN1C(=O)c2cccc3c(Br)ccc(c23)C1=O	-1	-4	2	7	2.9	-4	6	7	5
CSCCC(NC(=O)COc1ccccc1)C(=O)N(C)Cc1ccc(F)cc1 (stereo unspecified)	6	-3	-4	2	1.2	-2	-2	8	-5
C=CCSc1nnc2nc3c(nn12)c1cc(C)ccc1n3CC=C	1	41*	3	-11	-2.5	-2	29	-21	10
Cc1c([N+](=O)[O-])ccc(S(=O)(=O)N2CCC(C(N)=O)CC2)c1C	1	5	18	-1	3.5	0	22	3	11
COc1ccc(-c2cnn(-c3ccccc3)c2N)cc1OC	1	2	7	1	1.2	1	12	-1	-2
CCc1noc(C)c1C(=O)Nc1ccc(F)c(F)c1F	1	2	-1	6	0.2	2	2	6	3
CC1CCN(C(=O)COc2ccc3ccccc3c2Br)CC1	0	14	7	-15	x	-5	x	-14	14
CC(=O)N1N=C(c2ccc(C)cc2)CC1c1ccco1 (stereo unspecified)	1	-1	9	-8	-2.1	-2	33	-28	6
O=C(COC(=O)c1cc(=O)[nH]c2ccccc12)NCc1ccccc1	2	-9	6	8	-1.8	1	-2	15	-2
COc1ccc2c(c1)-c1ccccc1S(=O)(=O)N2C	1	5	10	5	-0.3	-3	-5	6	18
CC(=O)c1c(C)[nH]c(C(=O)OCC(=O)N(Cc2ccccc2)C(C)(C)C)c1C	3	5	9	-7	-2.5	-3	20	-8	-6
CCn1c2ccccc2c2cc(NC(=O)c3cccc(OC)c3)ccc21	1	-7	-3	4	3.1	-1	-6	4	6
C=CCn1c(SCC(=O)Nc2ncc(Cc3ccc(C)c(Cl)c3)s2)nnc1-c1ccncc1	0	1	6	-2	1.1	0	-19	-1	10
CCCCNC(=O)C[C@@H]1C[C@@]2(C(=O)OCC)CCCC=C2N(CCc2ccc(OC)c(OC)c2)C1=O	6	0	x	-5	x	2	x	-24	0
CC(C)c1nnc(NC(=O)COc2ccc3ccccc3c2)s1	1	-2	6	-5	1.3	-3	-43	3	0

A second format for 3 compounds above:
Sequence of screens – M4 ag | M5 PAM | M1 PAM | M5 antag | CRFR2-BP ag | CHRM5 agonist | CRFBP-R2 block | CHRM4 antagonist | CHRM4 PAM
- CCn1c2ccccc2c2cc(NC(=O)c3cccc(OC)c3)ccc21
 : 1 | -7 | -3 | 4 | 3.1 | -1 | -6 | 4 | 6
- C=CCn1c(SCC(=O)Nc2ncc(Cc3ccc(C)c(Cl)c3)s2)nnc1-c1ccncc1
 : 0 | 1 | 6 | -2 | 1.1 | 0 | -19 | -1 | 10
- CCCCNC(=O)C[C@@H]1C[C@@]2(C(=O)OCC)CCCC=C2N(CCc2ccc(OC)c(OC)c2)C1=O
 : 6 | 0 | x | -5 | x | 2 | x | -24 | 0

New compounds follow
SMILES	M4 ag	M5 PAM	M1 PAM	M5 antag	CRFR2-BP ag	CHRM5 agonist	CRFBP-R2 block	CHRM4 antagonist	CHRM4 PAM
CC1Cc2cc(S(=O)(=O)NCCC(=O)N(C)Cc3ccccc3)ccc2N1C(=O)C1CC1 (stereo unspecified)	9	-5	-5	8	-0.6	3	2	-1	2
O=C(NCCN1CCOCC1)c1cc(-c2cccc(Cl)c2)on1	2	2	9	7	-0.2	-3	-4	-11	8
CCOC(=O)CSc1nc2cc(C(=O)N3CCC(C(N)=O)CC3)ccc2c(=O)n1-c1ccccc1	1	-5	0	1	-2.3	1	-5	0	-1
COc1ccc(OC(=O)CCCN2C(=O)c3ccccc3C2=O)cc1	1	3	9	-2	-1.1	1	-3	-6	5
c1ccc(Nc2ccccn2)nc1	1	4	4	-13	-0.9	-2	4	24	9
CC(=O)C1(C)N(O)C(C)(C)C(c2ccco2)=[N+]1[O-] (stereo unspecified)	1	2	5	-4	1.4	1	-1	0	16
CCOC(=O)N1CCN(C(=O)CNC(=O)C23CC4CC(CC(C4)C2)C3)CC1	1	-2	11	-3	-0.8	-2	0	-7	7
COc1ccc(OC)c(CCNC(=O)CCC(=O)N2CCOc3ccc(C)cc32)c1	7	-4	6	-3	-0.9	-1	15	-10	2
CC(Sc1nnnn1C)C(=O)Nc1nc(-c2ccc(F)c(F)c2)cs1 (stereo unspecified)	13	-13	-10	12	-1.8	6	8	3	-10
CC(C)c1ccccc1	2	-5	2	0	-2.1	1	7	0	8
Cc1ccc(C)c(CC(=O)N2CCCC(c3cc(C(=O)Nc4ccccc4Cl)no3)C2)c1 (stereo unspecified)	1	-4	5	5	x	-2	x	-7	-5
Cc1nn(C)c(C)c1N1C(=O)c2cccc3c(Br)ccc(c23)C1=O	6	1	-1	4	-2.7	-1	22	7	-2
Cc1ccccc1N(CC(=O)N/N=C/c1ccc(F)cc1)C(=O)c1ccccc1	0	-4	11	0	-0.5	-10	-5	3	2
O=C(COC(=O)c1cccnc1Cl)Nc1nc(-c2ccccc2)cs1	14	-14	-7	6	2.1	2	-16	3	-8
CCOC(=O)N1CCC(NC(=O)c2ccc3c(c2)N=C(CC)c2cc(C)ccc2S3)CC1	-2	17	17	-24	-1.6	-6	14	-11	-4
CNC[C@H]1Oc2c(NC(=O)C3CCCCC3)cccc2C(=O)N([C@H](C)CO)C[C@@H]1C	0	-4	3	2	0.8	2	7	-11	5
CC(C)=CCCC(C)N(C=O)C(C)CCC=C(C)C (stereo unspecified)	2	-6	7	0	1.1	-5	-11	0	1
CCC1=C2CC[C@H]3C(=O)N(CC)C(=O)[C@H]3[C@H]2[C@@]2(Cc3ccccc3)C(=O)N(Cc3ccccc3)C(=O)N2C1=O	0	-2	-1	12	-1.6	0	-2	4	-3
CC(C)CC1C(=O)N(Cc2cn(CC3CCCCC3)nn2)CCS(=O)(=O)N1Cc1ccc(-c2ccc(F)nc2)cc1 (stereo unspecified)	2	-1	3	10	0.7	1	1	-3	-5
CC(C)CCN1NC2(CCCC(C)C2)NC1=S (stereo unspecified)	0	-1	5	0	3.2	-2	-4	-3	10
CCNC(=S)/N=C(/Nc1ccc(OC)cc1)Nc1nc(C)cc(C)n1	0	9	8	-5	2.6	-1	10	-13	4
O=C(Nc1ccc(Cl)cn1)c1ccccc1-c1ccccc1	0	1	6	11	-0.8	1	-4	-4	1
O=[N+]([O-])c1ccccc1S(=O)(=O)Nc1ccc(S(=O)(=O)Nc2nccs2)cc1	1	6	8	-3	2.1	-2	5	5	1
CCN(C(=O)CCNC(=O)Cn1cnc2ccccc2c1=O)c1ccccc1F	3	-3	-9	13	-0.6	-1	-5	11	-3
Cc1ccn2c(Cc3ccccc3)c(-c3ccc(Br)cc3)nc2c1	0	5	7	-4	0.3	-2	-8	7	2
COC(=O)c1ccccc1NC(=O)n1cc(C)cn1	0	3	11	-5	-0.3	1	7	6	13

No enrichment for hits; any-hit rate near 2.6%.
